Assay outcomes: PubChem, several laboratories
TRPC6 activator: mouse TRPC6 channel activators, primary screen, cell-based, HEK293, membrane potential dye. Short transient receptor potential channel 6 (Mus musculus), Q61143. HEK293-TRPC6 membrane potential dye fluorescence; hits give high values. B-score at 10 µM. 310,000 compounds, 0.13% hits;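 active = B-score of the integrated fluorescence ratio above library mean plus 3 SD, and starting fluorescence ratio within library mean plus 5 SD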;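 note: higher score means more depolarization so channel activation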
RGS4 block: RGS4 inhibitors, primary screen, cell-based, HEK293 M3R inducible RGS4, calcium flux; B-score at 10 µM; Regulator of G-protein signaling 4 (Homo sapiens), P49798; Fluo-4 calcium flux; hits give high values; triggered by carbachol at its EC20; AID 463165, 2010; 310,000 compounds, 0.45% hits;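 active = B-score, a plate-corrected calcium signal, over three deviations above library mean, with baseline fluorescence within five deviations of library mean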;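 note: RGS4 expression induced by doxycycline in cells with stable M3 receptor; B-score is computed from the integrated fluorescence ratio over baseline after carbachol; higher B-score means a larger calcium signal and so more RGS4 inhibition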
MrgX1 antag: antagonists of human MrgX1 receptor, primary screen, HEK293 cells, Fluo-4 calcium flux; BAM8-22 antagonism; hits give low values; B-score at 10 µM; 310,000 compounds, 1.3% hits;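 active = calcium-response B-score plate-corrected more than 3 library SD below zero, starting fluorescence within 5 deviations, no agonist response on first addition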;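 note: peak minus trough fluorescence over baseline after final BAM8-22 challenge near maximal dose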
TRPC6 inh: mouse TRPC6 channel inhibitors, primary screen, cell-based, HEK293, membrane potential dye | Short transient receptor potential channel 6 (Mus musculus), Q61143 | ACh-evoked depolarization; hits give low values | B-score at 10 µM | 310,000 compounds, 1.1% hits | AID 2553, 2010;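 active = B-score under library mean minus 3 SD, initial fluorescence not abnormally high, positive integrated signal ratio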;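 note: B-score derived from integrated fluorescence ratio over the kinetic read; more negative B-score means stronger inhibition of depolarization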
RGS4 pot: RGS4 potentiators or activators, primary screen, cell-based, HEK293 M3R inducible RGS4, calcium flux | carbachol calcium flux Fluo4; hits give low values | B-score at 10 µM | 310,000 compounds, 0.92% hits | AID 463111, 2010;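 active = B-score of the integrated calcium signal more than 4 SD below the library mean, with starting fluorescence not abnormally high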;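 note: negative B-score means reduced calcium response which marks RGS4 activation or potentiation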
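Material: M3R-expressing HEK293 line, RGS4 induced by doxycycline | Schedule: Overnight RGS4 induction, 30 min dye load 37 °C, 20 min compound RT | Measured by: Fluo4 fluorescence kinetic imaging of calcium | Read-out: Integrated calcium ratio converted to B score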
TMEM16A act: TMEM16A chloride channel activators or potentiators, primary screen, cell-based, HTS; 340,000 compounds, 0.3% hits; B-score at 10 µM; HEK293 TMEM16A/YFP-H148Q/I152L, iodide quench fluorescence; hits give low values; Anoctamin-1 (Mus musculus), Q8BHY3; AID 623877, 2012;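 active = fluorescence-ratio B-score plate-corrected deviation score at least 3 library SD below zero, with starting fluorescence score within 5 deviations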;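 note: channel opened by trigger with iodide after compound preincubation; score built on the fluorescence ratio of max minus min over baseline; more negative score means more quench and so TMEM16A activation or potentiation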
Target sequence (Q8BHY3 whole entry, looked up): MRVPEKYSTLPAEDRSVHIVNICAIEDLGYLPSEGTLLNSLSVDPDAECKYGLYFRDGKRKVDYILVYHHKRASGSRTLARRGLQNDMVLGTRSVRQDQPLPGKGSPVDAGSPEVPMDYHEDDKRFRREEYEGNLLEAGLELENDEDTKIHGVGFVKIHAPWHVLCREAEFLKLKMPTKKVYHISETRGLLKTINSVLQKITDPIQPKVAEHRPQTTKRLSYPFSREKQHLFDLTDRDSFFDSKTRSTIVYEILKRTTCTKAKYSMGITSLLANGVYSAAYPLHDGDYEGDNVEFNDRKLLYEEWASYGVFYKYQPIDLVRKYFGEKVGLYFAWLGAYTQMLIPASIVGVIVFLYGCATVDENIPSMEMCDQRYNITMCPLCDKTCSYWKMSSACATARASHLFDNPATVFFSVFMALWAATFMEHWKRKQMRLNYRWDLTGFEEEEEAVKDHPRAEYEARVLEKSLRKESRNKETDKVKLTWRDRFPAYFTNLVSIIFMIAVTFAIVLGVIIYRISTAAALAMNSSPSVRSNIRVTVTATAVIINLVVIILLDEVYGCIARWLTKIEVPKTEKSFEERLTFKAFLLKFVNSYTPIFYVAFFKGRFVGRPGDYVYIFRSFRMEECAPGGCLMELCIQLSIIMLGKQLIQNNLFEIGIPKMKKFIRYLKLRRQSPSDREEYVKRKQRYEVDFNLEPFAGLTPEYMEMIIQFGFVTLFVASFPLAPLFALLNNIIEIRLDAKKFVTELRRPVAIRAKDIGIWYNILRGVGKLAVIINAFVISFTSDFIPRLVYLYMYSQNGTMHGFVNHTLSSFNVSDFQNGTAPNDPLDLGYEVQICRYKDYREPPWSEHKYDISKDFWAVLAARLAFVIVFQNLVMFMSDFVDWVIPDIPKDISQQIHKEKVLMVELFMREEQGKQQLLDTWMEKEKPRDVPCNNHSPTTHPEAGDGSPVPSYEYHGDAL
MrgX1 agonist: agonists of human MrgX1 receptor, primary screen, HEK293 cells, Fluo-4 calcium flux | AID 588627, 2011 | B-score at 10 µM | 310,000 compounds, 0.44% hits | Fluo-4 calcium fluorescence, agonist mode; hits give high values;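 active = calcium response B-score plate-corrected fluorescence ratio at least 3 library SD, with starting fluorescence B-score inside 5 SD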
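Test system: HEK293 cells stably expressing human MrgX1 receptor; Input: fifteen thousand cells per well; Dosing: compound delivered in addition one of three; Schedule: overnight seeding, then 1 h dark dye loading; Technique: Fluo-4 NW calcium fluorescence; Measure: B-scored fluorescence response ratio; Controls: positive and negative controls per plate.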
TMEM16A inh: TMEM16A chloride channel inhibitors, primary screen, cell-based, HTS | 310,000 compounds, 1.2% hits | HEK293 TMEM16A/YFP iodide influx fluorescence, ionomycin | normalized B-score (activity score, 25-100; higher = stronger inhibition) at 10 µM | Anoctamin-1 (Mus musculus), Q8BHY3;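 active = ratio plate-corrected score three or more library SD toward inhibition, starting fluorescence score within five deviations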;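 note: score derived from kinetic fluorescence span divided by baseline fluorescence per well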
HDAC3 inh: HDAC3 deacetylase inhibitors, primary screen, biochemical, fluorescence, cell-free homogeneous | inhibition, % at 8.3 µM | recombinant HDAC3, fluorogenic peptide/trypsin coupled | 320,000 compounds, 0.15% hits | AID 2718, 2010; in the data active = inhibition above about 26%, passing the limit was not always enough
MrgX1 PAM: positive allosteric modulators of MrgX1, primary screen, HEK293 cells, Fluo-4 calcium flux; Mas-related G-protein coupled receptor member X1 (Homo sapiens), Q96LB2; FDSS; hits give high values; B-score at 10 µM; 310,000 compounds, 0.63% hits; AID 588675, 2011;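 active = plate-corrected calcium response at least 3 library SD above typical, normal starting fluorescence, not activating the receptor alone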;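 note: compound read alongside a low EC10 to EC30 dose of BAM8-22 agonist; peak minus trough fluorescence over baseline measured at the second addition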
SKKanGAS inh: S. pyogenes SKKanGAS growth inhibitors in kanamycin, primary screen, streptokinase expression inhibitor project, SKKanGAS strain, BacTiter-Glo luminescence. 6 h. inhibition, % at 7.5 µM. 300,000 compounds, 1.3% hits. AID 1662, 2009;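 active = mean replicate score, as percent of positive control median, at least 50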;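 note: strain carries kanamycin resistance gene driven by streptokinase promoter and grows in 40 µg/ml kanamycin; loss of luminescence reflects streptokinase promoter inhibition or plain growth inhibition; 0% = median of DMSO wells and 100% = positive control at its reference dose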
Numbers without * were called inactive; i = inactive; · = no result given.

smiles	TRPC6 activator	RGS4 block	MrgX1 antag	TRPC6 inh	RGS4 pot	TMEM16A act	MrgX1 agonist	TMEM16A inh	HDAC3 inh	MrgX1 PAM	SKKanGAS inh
Cc1cc(C)cc(OCC(=O)OC(C)C(=O)Nc2ccc(Cl)cn2)c1 (stereo not drawn)	i	i	i	i	i	i	i	i	5.4	i	-0.6
Cc1cccc(C)c1OCC(O)CN(Cc1ccccc1O)C1CCCCC1 (stereo not drawn)	i	i	i	i	i	i	i	i	10.0	i	0.5
O=C(Cc1ccccc1)NNS(=O)(=O)c1ccc([N+](=O)[O-])cc1	i	i	i	i	i	i	i	i	-0.5	i	-9.4
Cc1ccc(SCC(=O)Nc2ccccc2N2CCOCC2)cc1	i	i	i	i	i	i	i	i	5.7	i	2.2
C=CCN1C(=O)c2ccc(C(=O)N(CCC)CC(=O)Nc3ccccc3C)cc2C1=O	i	i	i	i	i	i	i	i	1.2	i	-3.4
COc1cc(-c2nnc(SCc3cccnc3)n2C)cc(OC)c1O	i	i	i	i	i	i	i	i	-4.8	i	-7.4
CN(C)c1ccc(CN(C(=O)COc2ccc(Br)cc2)C2CCS(=O)(=O)C2)cc1 (stereo not drawn)	i	i	i	i	i	i	i	i	0.7	i	-14.9
Cc1ccc(N2C(=O)C(CN3CCOCC3)C2c2ccccc2)cc1 (stereo not drawn)	i	i	i	i	i	i	i	i	-4.0	i	-8.9
CC(C)CN1CCC(=O)N([C@H](COc2ccccc2)c2ccccc2)CC1	i	i	i	i	i	i	i	i	2.1	i	3.3
Cc1cccc(C(=O)Nc2nccs2)c1[N+](=O)[O-]	i	i	i	i	i	i	i	i	10.0	i	29.2
COc1ccc(-c2nn(CCC(=O)O)cc2/C=C/C(=O)O)cc1[N+](=O)[O-]	i	i	i	i	i	i	i	i	-1.2	i	2.2
O=C(CO/N=C/c1ccccc1OC(F)F)N1CCc2ccccc21	i	i	i	i	i	i	i	i	-7.6	i	-8.6
O=C(NC(=S)N1CCCc2ccccc21)c1ccc(Cl)cc1	·	·	i	·	·	i	i	i	-0.2	i	·
NC(=O)C[C@@H]1N[C@]2(C(=O)Nc3ccccc32)[C@@H]2C(=O)N(C3CCCCC3)C(=O)[C@H]12	i	i	i	i	i	i	i	i	-6.1	i	-1.7
COc1ccc(N(Cc2nnc3n2CCCCC3)C(=O)Nc2ccccc2)cc1	i	i	i	i	i	i	i	i	5.0	i	10.7
COc1ccc(/C=C2\SC(=N)N(c3ccc(F)cc3)C2=O)cc1OC	i	i	i	i	i	i	i	i	-3.1	i	19.4
CCCCCCCc1c(O)nc(SCC(=O)O)[nH]c1=O	i	i	i	i	i	i	i	i	-0.2	i	-7.9
CC(=O)Nc1ccc(NC(=O)COc2ccc([N+](=O)[O-])cc2)cc1	i	i	i	i	i	i	i	i	6.6	i	1.7
Cc1cccc(N2CCN(C(=O)c3cnn4c(C(F)F)cc(-c5ccccc5)nc34)CC2)c1C	i	i	i	i	i	i	i	i	·	i	38.6
COc1ccc(NC(=O)c2sccc2OS(=O)(=O)N(C)C)cc1	i	i	i	i	i	i	i	i	-13.7	i	8.4

Following part.
smiles	TRPC6 activator	RGS4 block	MrgX1 antag	TRPC6 inh	RGS4 pot	TMEM16A act	MrgX1 agonist	TMEM16A inh	HDAC3 inh	MrgX1 PAM	SKKanGAS inh
Cc1cccc(NC(=O)C2CCN(S(=O)(=O)c3c(C)noc3C)CC2)c1	i	i	i	i	i	i	i	i	-6.9	i	-3.1
CC(C)CCNC(=O)COC(=O)c1cc(Br)c(Br)s1	i	i	i	i	i	i	i	i	1.8	i	-3.6
O=C(c1ccco1)N1CCN(C(=S)Nc2ccccc2C(F)(F)F)CC1	i	i	i	i	i	i	i	i	0.4	i	-7.3
CCN(CC(=O)Nc1c(F)cccc1F)C(=O)CSc1nnc(-c2ccco2)n1CC	i	i	i	i	i	i	i	i	0.7	i	-2.3
Cc1cc(Cl)ccc1OCC(=O)N(Cc1ccco1)C1CCS(=O)(=O)C1 (stereo not drawn)	i	i	i	i	i	i	i	i	-0.3	i	-3.9
N#CC1=C(N)OC2=C(CC/C2=C\c2ccccc2Cl)C1c1ccccc1Cl (stereo not drawn)	i	i	-11.7*	i	i	i	i	i	-7.5	i	·
Cc1c(Cl)cccc1S(=O)(=O)N1CCC(C(=O)NNC(=O)C2CC2)CC1	i	i	i	i	i	i	i	i	-4.0	i	0.5
CCc1cc(C(=O)c2ccc(Br)cc2)c(NC(=O)CN(CC)CC)s1	i	i	i	i	i	i	i	i	3.9	i	1.5
Nc1c(Cl)ncnc1N1CCN(c2ncnc(Cl)c2N)CC1	i	i	i	i	i	i	i	i	6.2	i	-11.4
COc1ccc(N2CCN(S(=O)(=O)c3ccc(Br)s3)CC2)cc1	i	i	i	i	i	i	i	i	8.2	i	-2.4
O=C(CSc1nnc(CNC(=O)C23CC4CC(CC(C4)C2)C3)n1-c1ccc(F)cc1)Nc1ccc(F)cc1	i	i	i	i	i	i	i	i	7.5	i	13.4
CSCCC(NC(=O)c1ccco1)C(=O)Nc1ccc(C)c(S(=O)(=O)N2CCOCC2)c1 (stereo not drawn)	i	i	i	i	i	i	i	i	5.1	i	-2.0
COC(=O)Cc1csc(Nc2ccccc2)n1	i	i	i	i	i	i	i	i	-1.1	i	-3.5
CCCNC(=O)C1CNc2ccccc2O1 (stereo not drawn)	i	i	i	i	i	i	i	i	-0.3	i	0.3
Cc1sc2ncn(-n3c(C)ccc3C)c(=O)c2c1C	i	i	i	i	i	i	i	i	-3.6	i	3.4
COc1cccc(-c2ccc(=O)n(CC(=O)Nc3cc4c(cc3NC(C)=O)OCCO4)n2)c1	i	i	i	i	i	i	i	i	3.5	i	-6.6
COc1ccc(NS(=O)(=O)c2cccc(C(=O)N/N=C(\C)c3ccc(-n4ccnc4)cc3)c2)cc1	i	i	i	i	i	i	i	i	-3.5	i	17.8
CCCCn1c(/N=C/c2c[nH]c3ccccc23)nc2ccccc21	i	i	i	i	i	i	i	i	31.0*	i	-0.3
CCCOc1ccc(CNC(=O)C2CCN(c3nn4c(=O)cc(C)nc4s3)CC2)cc1	i	i	i	i	i	i	i	i	1.1	i	4.2
COc1ccc(NS(=O)(=O)c2ccc(-c3coc(C)n3)cc2)c(OC)c1	i	i	i	i	i	i	i	i	5.4	i	3.3

Next section:
smiles	TRPC6 activator	RGS4 block	MrgX1 antag	TRPC6 inh	RGS4 pot	TMEM16A act	MrgX1 agonist	TMEM16A inh	HDAC3 inh	MrgX1 PAM	SKKanGAS inh
CCOC(=O)CC1C(=O)NCCN1Cc1ccc(OC)c(OC)c1 (stereo not drawn)	i	i	i	i	i	i	i	i	-1.8	i	0.8
Cc1ccc(S(=O)(=O)C2(C(=O)NC3CCCCC3)CC2)cc1	i	i	i	i	i	i	i	i	-1.9	i	4.7
COc1cc(/C=N/Nc2nc(C)nc3c2cnn3-c2ccccc2)ccc1O	i	i	·	i	i	i	·	·	·	·	20.1
Cc1cccc(OCCC(=O)Nc2ccc(Cl)cc2F)c1	i	i	i	i	i	i	i	i	6.7	i	-0.1
CCOC(=O)CNC(=O)c1cc(-c2ccc3c(c2)OCCO3)oc1C	i	i	i	i	i	i	i	i	2.7	i	-7.7
NC(=O)CNc1n[nH]c(=S)[nH]c1=O	i	i	i	i	i	i	i	i	-1.3	i	6.7
Cc1cc(F)c(F)c(C(=O)N2CCC(C)CC2)c1Cl	i	i	i	i	i	i	i	i	-3.0	i	-13.2
COc1ccc(CN2CCN(C(=O)c3cccs3)CC2)cc1	i	i	i	i	i	i	i	i	-7.4	i	-13.8
CCn1cc([N+](=O)[O-])c(C(=O)N2CCCC2)n1	i	i	·	i	i	i	·	·	·	·	9.5
Cc1ccc(C(=O)N/C(=C\c2cn(C)c3ccccc23)C(=O)OCCN(C)C)cc1	i	i	i	-7.51*	i	i	i	i	5.9	i	-2.9
CCc1nc(SCC(=O)Nc2nc3c(s2)CCCC3)c2ccccc2n1	i	i	i	i	i	i	i	i	-7.0	i	-12.4
COC(=O)C(Cc1ccccc1)NC(=O)CCNC(=O)c1ccc(Br)cc1 (stereo not drawn)	i	i	i	i	i	i	i	i	-0.6	i	0.7
Cc1nn(C(C)C(=O)N2CCN(c3ccccn3)CC2)c(=O)c2cc3occc3n12 (stereo not drawn)	i	i	i	i	i	i	i	i	-0.3	i	7.1
Cc1c(C(=O)N2CCCC2)c(S(=O)(=O)Nc2ccccc2)c(C)n1C	i	i	i	i	i	i	i	i	-1.3	i	-0.3
CC1Cc2cc(/C=C3/SC(N4CCC(C(N)=O)CC4)=NC3=O)ccc2O1 (stereo not drawn)	i	i	i	i	i	i	i	i	5.8	i	-2.4
COCC(=O)Nc1cc([N+](=O)[O-])ccc1OC	i	i	i	i	i	i	i	i	2.7	i	1.9
Cc1cccnc1NC(=O)c1csnn1	i	i	i	i	i	i	i	i	1.3	i	1.2
CCOc1cc(CNn2nnnc2N)cc(Cl)c1OCC(=O)NC(C)(C)C	i	i	i	i	i	i	i	i	-0.3	i	-10.5
O=C(c1ccc(Cl)cc1)C1CCCN(Cc2cccn2-c2ccccn2)C1 (stereo not drawn)	i	i	i	i	i	i	i	i	1.0	i	-3.4
CCOC(=O)c1cc2c(ccc3ccccc32)oc1=O	i	i	i	i	i	i	i	i	-144.9	i	-1.5
CC(C)(C)CC(=O)Nc1ccc(Nc2ccccc2)cc1	i	i	i	i	i	i	i	i	4.5	i	21.3
COc1cccc(-c2cc(C(F)(F)F)nc(N3CCN(c4ccccc4)CC3)n2)c1	i	i	i	i	i	i	i	i	-2.8	i	-1.7
